Screens (PubChem)
GLD-1 RNA inh: GLD-1/TGE RNA complex disruptors, primary screen, biochemical, fluorescence polarization; Female germline-specific tumor suppressor gld-1 (Caenorhabditis elegans), Q17339; purified GLD-1 + fluorescein TGE RNA; inhibition, % at 5.96 µM; hit rate 0.44% among 320,000;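 active means percent inhibition above a per-plate cutoff, the plate mean of test compounds plus 3 SD, cut at about 30% in these data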;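 further: 0% = DMSO wells with GLD-1 and probe and 100% = wells lacking GLD-1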
Efflux pump mplx: inhibitors of Candida efflux pumps in yeast, primary screen, S. cerevisiae, Nile Red, multiplex. inhibition, % at 10 µM. AID 485275, 2010. hit rate 0.44% among 330,000. S. cerevisiae Candida pump triplex;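 active means plate passing quality check with inhibition over a set limit, or well fluorescence over plate mean plus 4 SD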;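 further: Nile Red retained in pooled yeast measured as flow cytometry median fluorescence; 0% = buffer negative control and 100% = Enniatin B positive control; higher means more Nile Red kept so more efflux inhibition; some compounds called inactive have numbers as strong as hits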
VLA-4 inh: inhibition in human VLA-4 binding assay, primary screen, VLA-4 allosteric modulator project, MLPCN library, flow cytometry, VLA-4 expressing cells; AID 2557, 2010; Integrin alpha-4 (Homo sapiens), P13612; inhibition, % (about 7 µM as worked out from the volumes in the protocol); ligand binding flow cytometry; hit rate 0.2% among 330,000; in the data active means inhibition above about 50%
PME-1 inh: PME-1 inhibitors via competitive probe labeling, primary screen, biochemical, fluorescence polarization, FP-Rh probe, HTS | Protein phosphatase methylesterase 1 (Homo sapiens), Q9Y570 | recombinant PME-1 | inhibition, % at 5.9 µM | hit rate 0.53% among 320,000;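 active means inhibition above the campaign mean of all compounds plus 3 SD, cut at about 26% in these data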;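 further: competitive labeling of PME-1 active site by serine hydrolase directed probe; 0% = PME-1 with DMSO and 100% = wells lacking PME-1 enzyme; inhibitors block probe labeling so polarization falls and inhibition rises; many of its hits are not listed in these tables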
MCL1-BIM inh: inhibitors of MCL1 binding to BIM-BH3, primary screen, biochemical, fluorescence polarization; hit rate 0.68% among 320,000; GST-MCL1 / FITC-Bim-BH3 fluorescence polarization; Induced myeloid leukemia cell differentiation protein Mcl-1 (Homo sapiens), Q07820; inhibition, % at 10.9 µM; AID 2057, 2009;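 active means inhibition above the mean inhibition of all tested compounds plus 3 SD, set per campaign, cut at about 40% in these data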;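 further: 0% = DMSO wells and 100% = unlabeled Bim-BH3 peptide control; higher means more loss of mP so more displacement of Bim peptide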
Target sequence (Q07820 whole entry, looked up): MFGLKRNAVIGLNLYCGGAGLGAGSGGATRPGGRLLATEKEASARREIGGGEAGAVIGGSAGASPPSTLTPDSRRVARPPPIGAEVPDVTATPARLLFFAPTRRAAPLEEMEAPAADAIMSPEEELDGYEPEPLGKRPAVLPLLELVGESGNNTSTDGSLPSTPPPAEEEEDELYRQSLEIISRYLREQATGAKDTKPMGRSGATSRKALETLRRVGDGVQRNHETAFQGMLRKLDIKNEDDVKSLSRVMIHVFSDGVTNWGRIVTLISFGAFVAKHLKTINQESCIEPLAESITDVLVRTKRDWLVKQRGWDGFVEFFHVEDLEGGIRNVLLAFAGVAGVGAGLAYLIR
Fam108B inh: mouse Fam108B serine hydrolase inhibitors, primary screen, counter-screen for RBBP9 inhibitor project, biochemical, fluorescence polarization. hit rate 0.33% among 300,000. AID 1947, 2009. recombinant Fam108B, FP-Rh probe fluorescence polarization. inhibition, % at 9.51 µM;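 active means inhibition above the screen mean inhibition plus 3 SD, computed separately per campaign, cut at about 18% in these data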;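 further: inhibitors lower polarization as less probe binds the enzyme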
GRK2 aptamer HTS: compounds blocking aptamer binding on GRK2 – biochemical, human GRK2, bead flow cytometry, HTS, primary screen | Beta-adrenergic receptor kinase 1 (Homo sapiens), P25098 | FAM-aptamer displacement from GRK2 | inhibition of aptamer binding, % at 10 µM | hit rate 0.59% among 330,000 | AID 488847, 2010;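 active means inhibition of aptamer binding above 40%, roughly 3 SD of noise, on plates passing a quality check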;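 further: median bead fluorescence of bound FAM aptamer so fluorescent compounds give negative values; no value below 0 was filed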
MEX-5 binding: MEX-5 zinc finger RNA-binding disruptors – biochemical, C. elegans, fluorescence polarization, MLPCN library, primary screen; Zinc finger protein mex-5 (Caenorhabditis elegans), Q9XUB2; MEX-5/FITC-TCR2 RNA binding; active compounds read low; activity score (negative = inhibition of binding), % at 10 µM; hit rate 0.38% among 300,000;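 active means inhibition past about -25% in most replicates, and total fluorescence under double the plate's negative control median, limit read from the data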;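 further: 0% = DMSO and -100% = 5 µM competing unlabeled TCR2 RNA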
Target sequence (Q9XUB2 whole entry, looked up): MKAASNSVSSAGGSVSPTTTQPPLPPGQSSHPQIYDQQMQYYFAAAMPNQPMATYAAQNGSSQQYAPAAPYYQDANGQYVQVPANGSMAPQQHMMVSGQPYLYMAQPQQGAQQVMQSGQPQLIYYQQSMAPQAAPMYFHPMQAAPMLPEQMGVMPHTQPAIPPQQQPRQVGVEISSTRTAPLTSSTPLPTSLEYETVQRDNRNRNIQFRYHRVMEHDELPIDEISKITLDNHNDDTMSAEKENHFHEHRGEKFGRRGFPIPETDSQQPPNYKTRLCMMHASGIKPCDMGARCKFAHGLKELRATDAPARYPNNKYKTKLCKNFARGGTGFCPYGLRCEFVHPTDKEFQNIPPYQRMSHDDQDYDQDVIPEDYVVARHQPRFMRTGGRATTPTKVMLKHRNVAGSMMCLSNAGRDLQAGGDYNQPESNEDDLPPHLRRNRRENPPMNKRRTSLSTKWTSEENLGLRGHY
Bcl-xL primary: inhibitors of human Bcl-xL, primary screen, biochemical, fluorescence polarization, HTS. Bcl-2-like protein 1 (Homo sapiens), Q07817. GST-Bcl-xL / FITC-Bim BH3 peptide fluorescence polarization. inhibition, % at 10.9 µM. hit rate 0.7% among 320,000. AID 2129, 2009;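 active means inhibition above the mean of all tested compounds plus 3 SD, cutoff set per campaign, cut at about 30% in these data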;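 further: 0% = DMSO wells and 100% = unlabeled Bim-BH3 peptide competitor; inhibitors lower millipolarization by displacing the labeled peptide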
Target sequence (Q07817 whole entry, looked up): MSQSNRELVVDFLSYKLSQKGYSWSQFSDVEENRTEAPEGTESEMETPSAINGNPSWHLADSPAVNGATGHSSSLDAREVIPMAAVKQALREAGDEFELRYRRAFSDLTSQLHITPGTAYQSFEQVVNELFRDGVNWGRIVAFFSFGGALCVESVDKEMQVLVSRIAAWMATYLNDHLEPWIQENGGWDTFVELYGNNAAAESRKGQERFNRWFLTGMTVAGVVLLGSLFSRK
Numbers without * were called inactive; / = not tested or not shown. This is a subset; the hit share may differ from the screen's.

SMILES	GLD-1 RNA inh	Efflux pump mplx	VLA-4 inh	PME-1 inh	MCL1-BIM inh	Fam108B inh	GRK2 aptamer HTS	MEX-5 binding	Bcl-xL primary
O=C(Cn1ncc2c3ccccc3n(Cc3ccc(F)cc3)c2c1=O)N1CCC2(CC1)OCCO2	-2	0.0	-8	-4	1	-3	1	1.8	-3
Cc1ccc2c(c1)c(=O)c1c3n2CCN(CC#N)C3CC1 (centres undefined)	0	0.1	12	4	5	-5	0	-0.4	-1
CN1CCN(C(=O)O[C@H]2c3nccnc3C(=O)N2c2ccc(Cl)cn2)CC1	-2	-0.2	2	1	10	-2	0	0.2	7
COC(=O)C1=C(c2cc3ccccc3s2)C[C@@H]2CC[C@H]1N2C(=O)NCc1ccc(C(F)(F)F)cc1	7	0.0	19	-7	6	-8	2	0.6	4
OCc1cnc[nH]1	1	-0.1	49	-3	1	7	1	3.3	-1
O=[N+]([O-])c1ccc(C2C3C(c4ccccc4)=NC4(CCCC4)N32)cc1 (centres undefined)	7	-0.9	-4	10	-3	1	0	-1.0	-2
Cc1cccc(OC(=O)N2CCOCC2)c1	1	0.0	14	-5	-4	0	2	0.6	5
CC(N)Cc1c[nH]c2cc3c(cc12)OCCO3 (centres undefined)	-3	-0.2	-9	-3	4	0	0	0.7	4
CC(C)Oc1ccc(C2C(C#N)=C(N)Oc3c2c(=O)oc2ccccc32)cc1 (centres undefined)	1	0.0	-1	-3	7	0	0	2.5	2
N#CCCn1cc(C(=O)Nc2ccccc2Br)c(-c2ccc3c(c2)OCCO3)n1	-3	0.1	3	7	5	4	3	-0.1	2
COc1ccc(C(C)=O)cc1CN1CC=C(c2ccccc2)CC1	3	-0.1	4	-1	-19	1	0	-3.3	-7
CCOP(=O)(C#CC(C)(C)C)C(C)(O)c1ccccc1 (centres undefined)	14	0.1	11	-1	1	-1	0	-0.3	8
CN1CCN(c2ccc([N+](=O)[O-])c3cccnc23)CC1	0	-0.1	-1	3	4	4	3	-2.5	1
OC(c1cccc(Cl)c1)(c1cccc(Cl)c1)C1CN2CCC1CC2 (centres undefined)	-4	0.0	4	7	1	-3	0	-4.2	-1
O=C1NC(=S)NC(=O)C1=Cc1ccc2c(c1)CCN2CCCCl	4	0.2	6	2	74*	3	7	-0.5	29
Cc1ccc(-n2cc(CNC(C)Cc3cnccn3)c(-c3cccc(C)c3)n2)cc1 (centres undefined)	-4	0.1	17	-1	-1	-3	0	-0.7	-2
CC(C)C1(C)N=C(c2nc3ccccc3cc2C(=O)O)NC1=O (centres undefined)	1	-0.1	-10	-5	1	-2	2	-0.6	0
CCCCCCC(=O)c1c(O)n(-c2ccc(OC)cc2)c(=O)[nH]c1=O (tested in a mixture with another compound)	-3	0.0	3	2	-9	3	0	-1.0	1
COC(=O)N(c1ccccc1)P1(=S)OCCO1	5	0.0	21	-1	5	-3	1	-0.6	0
CC[C@H]1CC2CN3CCc4c([nH]c5ccccc45)C(C(=O)OC)(C2)C13 (some centres undefined)	3	-0.1	24	10	-1	-3	2	-3.0	-2

Ordered by molecular weight (lowest first): some entries from above
SMILES	GLD-1 RNA inh	Efflux pump mplx	VLA-4 inh	PME-1 inh	MCL1-BIM inh	Fam108B inh	GRK2 aptamer HTS	MEX-5 binding	Bcl-xL primary
CC(N)Cc1c[nH]c2cc3c(cc12)OCCO3 (centres undefined)	-3	-0.2	-9	-3	4	0	0	0.7	4
Cc1ccc2c(c1)c(=O)c1c3n2CCN(CC#N)C3CC1 (centres undefined)	0	0.1	12	4	5	-5	0	-0.4	-1
COc1ccc(C(C)=O)cc1CN1CC=C(c2ccccc2)CC1	3	-0.1	4	-1	-19	1	0	-3.3	-7
O=[N+]([O-])c1ccc(C2C3C(c4ccccc4)=NC4(CCCC4)N32)cc1 (centres undefined)	7	-0.9	-4	10	-3	1	0	-1.0	-2
O=C(Cn1ncc2c3ccccc3n(Cc3ccc(F)cc3)c2c1=O)N1CCC2(CC1)OCCO2	-2	0.0	-8	-4	1	-3	1	1.8	-3

(more compounds)
SMILES	GLD-1 RNA inh	Efflux pump mplx	VLA-4 inh	PME-1 inh	MCL1-BIM inh	Fam108B inh	GRK2 aptamer HTS	MEX-5 binding	Bcl-xL primary
CCC(=NCCc1ccccc1)c1c(O)n(C2CCCCC2)c(=O)[nH]c1=O	11	0.3	-59	-3	7	4	5	0.1	5
CC[C@@H](C(N)=O)N1CCCC1=O	0	-0.1	-44	5	3	1	0	-1.2	-3
CCCCCCn1c(O)c(C=Nc2c(C)n(C)n(-c3ccccc3)c2=O)c(=O)[nH]c1=O	1	0.0	2	2	-5	2	0	0.8	2
c1ccc(CC2CCCCN2)cc1 (centres undefined)	-5	0.0	28	-5	7	-4	0	-0.5	4
Cc1ccc(-c2nc3ccccc3c(=O)n2-c2cccc(C)n2)cc1	1	0.0	6	-3	-2	-5	1	3.1	4
CCCNC(=O)N1[C@H]2CC[C@@H]1C(C(=O)OC)=C(c1ccccc1)C2	-4	-0.1	34	0	5	1	0	1.8	4
CC1=CC(=C2C(=O)NC(=O)NC2=O)C=C(C(F)(F)F)N1C(C)C	6	-0.1	-1	2	0	4	5	1.7	10
COC(=O)C1=C(c2ccccc2OCc2ccccc2)C[C@@H]2CC[C@H]1N2C(=O)NCc1ccc(C(F)(F)F)cc1	7	0.4	1	-8	1	/	0	/	5
O=C(c1cc(F)ccc1F)C1CCCN(CCCc2ccccc2)C1 (centres undefined)	-5	0.0	8	-4	5	-3	0	1.7	3
O=C1NC(=O)N(c2ccc3c(c2)OCO3)C(=O)/C1=C/c1ccsc1	-13	0.1	20	-2	-5	0	7	8.9	-3
O=C(Cc1ccccc1)N1CCN(Cc2ccccn2)CC1	-4	-0.1	-6	4	1	3	1	-2.2	4
O=C(c1ccc(-c2ccccc2)c(F)c1)C1CCCN(CCO)C1 (centres undefined)	-5	-0.1	-8	-1	4	3	0	1.9	7
CCN1CCN(C(=O)COc2cc(=O)n(CC)c3ccccc23)CC1	9	-0.1	7	-5	6	9	0	1.0	10
COc1ccc(-n2c(/C=C/c3ccc4c(c3)OCO4)nc3ccccc3c2=O)cc1	-5	0.0	-18	2	-10	-1	18	1.2	-2
O=c1c2ccccc2nc(SCC2CCCCO2)n1-c1ccccc1 (centres undefined)	-3	0.0	-10	0	5	5	0	0.0	6
COc1ccc(C2SCC(=O)Nc3c2c(C)nn3-c2ccccc2)cc1 (centres undefined)	-2	0.2	4	3	4	-2	1	0.5	6
O=C1NC(=O)N(Cc2ccco2)C(=O)/C1=C/c1ccc(-c2cccc([N+](=O)[O-])c2)o1	-4	0.0	-3	-2	43*	16	23	-2.3	17
O=[N+]([O-])c1cccc(CN2CCN(Cc3ccc(Cl)cc3)CC2)c1	0	-0.1	13	2	4	9	0	-0.1	8
COc1ccc(Cl)cc1C(=O)C1CCCN(CCO)C1 (centres undefined)	6	0.1	-19	3	2	5	0	1.0	2
O=c1[nH]c(=O)n(CCc2ccccc2)c(O)c1/C=N/N1CCOCC1	0	0.0	5	-4	0	3	1	/	0
Cc1ccsc1C(=O)C1CCCN(Cc2cnn(C(C)C)c2)C1 (centres undefined)	1	0.5	1	-5	1	0	0	3.0	1
CCC(=NCC1CCCO1)c1c(O)n(Cc2ccccc2)c(=O)[nH]c1=O (centres undefined)	-4	0.1	15	2	5	-3	0	-1.1	4
Cc1nc(CCl)cc(=O)[nH]1	7	-0.4	11	-1	7	0	0	-2.6	7
CC(C)c1ccc(-n2c(O)c(/C=N/NC(=O)c3ccccc3O)c(=O)[nH]c2=S)cc1	-3	-0.2	4	12	7	1	0	/	0
CCN1CCN(c2nc([N+](=O)[O-])nn2C)CC1	7	-0.1	6	3	1	0	0	-1.1	4
CC1=Nc2cc(C(=O)N3CCC4(CC3)OCCO4)ccc2Sc2ccc(Cl)cc21	-2	0.3	5	1	0	3	6	-1.4	5
COc1ccc(C2C([N+](=O)[O-])=C(N)Oc3c2c(=O)oc2ccccc32)cc1 (centres undefined)	-2	0.0	10	2	6	0	2	-3.1	4
O=C(C1CC(=O)N(c2ccc(F)c(Cl)c2)C1)N1CCC2(CC1)OCCO2 (centres undefined)	5	-0.2	-12	3	-3	-1	5	0.1	-1
CCOC(=O)c1c(C)n(CC(O)CN2CCOCC2)c2cc(Br)c(OC)cc12 (centres undefined)	1	-0.1	4	-2	7	0	2	-1.2	10
Cc1ccc(N2C(=O)NC(=O)/C(=C\c3ccc(N4CCOCC4)cc3)C2=O)cc1	-4	-0.1	-6	0	2	-2	7	-1.7	1
CN1CCCC(C(O)(c2ccccc2)c2ccccc2)C1 (centres undefined)	4	-0.1	-6	-2	-3	0	2	-0.3	-3
CS(=O)(=O)N1CCN(C(=N)N[N+](=O)[O-])CC1	3	0.0	2	-1	4	-2	2	-1.0	1
O=C(c1cc(-c2ccccc2)on1)N1CCC2(CC1)OCCO2	9	0.0	0	-3	8	0	5	-1.0	8
C(=N\NC1=NCCCCC1)/c1c[nH]c2ccccc12	10	-0.1	4	-4	-4	-3	0	1.1	-5
CC1CCC(C(C)C)C(OC(=O)Cn2c(COc3ccccc3)[n+](C)c3ccccc32)C1 (centres undefined)	-1	0.5	-21	9	2	7	0	2.0	6
O=C1CN(C(=O)CN2CCCCC2)C(c2ccccc2)c2cc(Br)ccc2N1 (centres undefined)	-1	-0.1	-5	1	2	1	6	-0.4	3
CN(C(=O)c1ccc(Cl)nc1)C1(c2ccccc2Cl)CCCCC1=O (centres undefined)	2	-0.1	5	-4	-10	3	0	-1.2	-3
O=C1C(Cl)=CC(=Nc2ccc(O)cc2)C=C1Cl	1	0.2	-11	7	44*	/	2	/	29

Two consecutive compounds already listed:
SMILES	GLD-1 RNA inh	Efflux pump mplx	VLA-4 inh	PME-1 inh	MCL1-BIM inh	Fam108B inh	GRK2 aptamer HTS	MEX-5 binding	Bcl-xL primary
CN(C(=O)c1ccc(Cl)nc1)C1(c2ccccc2Cl)CCCCC1=O (centres undefined)	2	-0.1	5	-4	-10	3	0	-1.2	-3
O=C1C(Cl)=CC(=Nc2ccc(O)cc2)C=C1Cl	1	0.2	-11	7	44*	/	2	/	29
